GC-A act: GC-A stimulated cGMP production enhancers – HEK293 GC-A cells, cGMP TR-FRET, EC30 ANP, primary screen. activation, % at 10 µM. AID 1671463, 2021. 0.14% of 370,000 active. Atrial natriuretic peptide receptor 1 (Homo sapiens), P16066. 0% at EC30 ANP, 100% saturating ANP; in the data active = activation above about 40%
rCAG RNA binder: binders of r(CAG) RNA repeats, primary screen, biochemical, fluorescence | r(CAG) RNA repeat, TO-PRO-1 dye displacement fluorescence | inhibition, % at 3 µM | 1.3% of 370,000 active;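 active = inhibition above the plate cutoff, the mean of all test compounds on that plate plus 3 SD, cut at about 35% in these data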;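 also: 0% = DMSO alone and 100% = 100 µM mitoxantrone as full dye displacement; higher means more dye released from RNA so lower well fluorescence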
ARFGAP1 inhibitor: inhibitors of rat ARFGAP1 GAP activity, primary screen, biochemical, fluorescence polarization, GDP tracer; inhibition, % at 16.5 µM; 0.26% of 360,000 active; ADP-ribosylation factor GTPase-activating protein 1 (Rattus norvegicus), Q62848; Arfgap1-stimulated ARF1 GTP hydrolysis, GDP FP detection;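 active = inhibition above a per-plate limit, mean inhibition of low control wells plus 3 SD, cut at about 25% in these data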;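 also: 0% = DMSO wells with enzyme and 100% = wells lacking Arfgap1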
Target sequence (Q62848 1-136 limits assumed): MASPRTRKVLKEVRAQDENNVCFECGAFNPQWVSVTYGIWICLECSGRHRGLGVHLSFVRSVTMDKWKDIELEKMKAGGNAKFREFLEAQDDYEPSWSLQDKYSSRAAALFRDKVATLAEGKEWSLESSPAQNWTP
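Material: rat Arfgap1 GAP domain (His6, aa 1-136), purified enzyme. Also added: human ARF1(Δ1-17)-GTP substrate. Compound dosing: 16.5 µM single point, 1.26% DMSO. Timing: enzyme reaction 120 min at 25 °C after 20 min preincubation. Signal: GDP detection by fluorescence polarization. Read-out basis: percent inhibition of GAP-stimulated GDP formation, scaled between DMSO and no-Arfgap1 medians.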
ADAM10 inh: human ADAM10 inhibitors, primary screen, biochemical, QFRET, HTS; Disintegrin and metalloproteinase domain-containing protein 10 (Homo sapiens), O14672; recombinant ADAM10, EDANS/DABCYL FRET peptide cleavage, 3 h; inhibition, % at 7 µM; 0.62% of 370,000 active; AID 720582, 2013;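 active = inhibition above a per-campaign cutoff equal to the mean of compounds falling between control-based bounds plus 3 SD, cut at about 20% in these data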;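 also: 0% = DMSO wells while the 100% control is not disclosed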
GAA850 FXN act: FXN promoter activators, primary screen, cell-based, luciferase luminescence, HEK293 lucGAA850; HEK293 lucGAA850 FXN promoter luciferase reporter, 24 h; percent of 10 µM SAHA response; activation, % at 6 µM; 0.56% of 360,000 active; AID 540364, 2011;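 active = activation above the average of all compounds screened plus 3 SD, cutoff fixed separately per campaign, cut at about 7.5% in these data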;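 also: 0% = DMSO wells and 100% = 10 µM SAHA wells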
DDE Tn6 FP inh: inhibitors of Tn6 peptide binding to fibrin DD(E), primary screen, biochemical, fluorescence polarization, human fibrin, Tn6 probe. Fibrinogen beta chain (Homo sapiens), P02675. Fibrin DD(E) TRITC-Tn6 fluorescence polarization displacement. inhibition, % at 8.3 µM. 0.21% of 370,000 active. AID 720509, 2013;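 active = inhibition above a per-campaign cutoff: mean of compounds within control limits plus 3 SD, cut at about 15% in these data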;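 also: 0% = median of all compound wells on the plate and 100% = blocking peptide control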
GC-B act: human GC-B receptor activators, primary screen, HEK293 GC-B cells, cGMP TR-FRET, EC30 CNP | AID 1920062, 2024 | Atrial natriuretic peptide receptor 2 (Homo sapiens), P20594 | 0% at EC30 CNP, 100% saturating CNP | activation, % at 10 µM | 0.11% of 370,000 active;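 active = activation at 10 µM reaching about 35% in either raw or pattern-adjusted values, limit read from the data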
ASAP1 GAP inh: inhibitors of human ASAP1 ArfGAP activity, primary screen, biochemical, fluorescence polarization; Arf-GAP with SH3 domain, ANK repeat and PH domain-containing protein 1 (Homo sapiens), …; ASAP1-stimulated ARF1 GTP hydrolysis, GDP FP detection; inhibition, % at 16.5 µM; 0.19% of 360,000 active; in the data active = inhibition above about 25%;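 also: 0% = vehicle with enzyme and substrate and 100% = no enzyme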
Target sequence (Q9ULH1 325-724 limits assumed): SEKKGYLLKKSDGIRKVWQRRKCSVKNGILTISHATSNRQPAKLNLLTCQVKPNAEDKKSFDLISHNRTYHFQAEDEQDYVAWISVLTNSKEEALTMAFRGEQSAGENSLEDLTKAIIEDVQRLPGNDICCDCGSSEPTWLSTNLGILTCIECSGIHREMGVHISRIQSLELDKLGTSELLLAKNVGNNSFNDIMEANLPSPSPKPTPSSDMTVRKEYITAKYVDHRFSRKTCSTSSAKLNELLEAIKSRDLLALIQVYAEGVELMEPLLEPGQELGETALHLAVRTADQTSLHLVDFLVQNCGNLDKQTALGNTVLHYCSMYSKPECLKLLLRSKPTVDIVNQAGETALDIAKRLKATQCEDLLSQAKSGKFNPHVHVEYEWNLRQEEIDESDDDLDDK
KLK7 zymogen act: proKLK7 zymogen activators, primary screen, biochemical, fluorescence intensity | Kallikrein-7 (Homo sapiens), P49862 | purified proKLK7, EDANS-DABCYL substrate fluorescence; 100% is mature enzyme control, 0% vehicle | activation, % at 7 µM | 0.9% of 370,000 active | AID 652039, 2013;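 active = activation above the mean of all tested compounds plus 3 SD, computed per campaign excluding outliers beyond control limits, cut at about 13% in these data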
Target sequence (P49862 whole entry, looked up): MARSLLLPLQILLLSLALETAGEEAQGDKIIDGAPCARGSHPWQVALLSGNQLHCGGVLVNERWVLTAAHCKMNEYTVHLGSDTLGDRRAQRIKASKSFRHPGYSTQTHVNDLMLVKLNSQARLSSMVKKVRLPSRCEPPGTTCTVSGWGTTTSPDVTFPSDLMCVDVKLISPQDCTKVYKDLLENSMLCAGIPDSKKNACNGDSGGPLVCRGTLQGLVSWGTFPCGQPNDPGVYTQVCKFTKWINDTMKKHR
sPLA2-III inh: human group III sPLA2 inhibitors, primary screen, biochemical, QFRET, BODIPY PC-A2 liposome substrate | Group 3 secretory phospholipase A2 (Homo sapiens), Q9NZ20 | QFRET BODIPY PC-A2 liposome hydrolysis, fluorescence | inhibition, % at 12.2 µM | 0.56% of 370,000 active;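 active = inhibition above mean plus 3 SD of compounds lying within the high and low control bounds, cut at about 19% in these data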;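 also: 0% = median of test compound wells and 100% = no enzyme DMSO wells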
* hit, by the source's call; & = joins results of further samples.

SMILES	GC-A act	rCAG RNA binder	ARFGAP1 inhibitor	ADAM10 inh	GAA850 FXN act	DDE Tn6 FP inh	GC-B act	ASAP1 GAP inh	KLK7 zymogen act	sPLA2-III inh
COc1ccc(C(=O)NCc2ccc(OCCN(C)C)cc2)cc1OC	1	-1	5	-6	0.1	-3	5	-2	1.1	2
COC(=O)c1ccc(O)cc1	3	-2	-3	-8	-0.6	-3	6	-6	-0.8	10
CCOC(=O)c1ccc(N)cc1	-2	3	12	0	1.7	-9	2	8	0.1	7
NC(=O)c1cccc(-c2cc(Nc3ccc(OC(F)(F)F)cc3)ncn2)c1	-4	3	4	-36	-0.5	-18	6	7	0.5	-30
Oc1ccc(/C=C/c2cc(O)cc(O)c2)cc1	-1	3	3	-12	2.4	-1	4	9	-17	-7
CCCCCCO	2	0	-5	-6	0.8	5	-6	16	0.6	2
CC(COc1ccccc1)NC(C)C(O)c1ccc(O)cc1 (stereo not drawn)	1	-1	7	-7	3.5	-7	-1	6	0.3	-3
CC(=O)c1ccc2c(c1)N(CCCN(C)C)c1ccccc1S2	2	1	-3	-22	-2.9	-1	-3	5	1.7	-7
c1ccc(CN(CC2=NCCN2)c2ccccc2)cc1	-21&-18	2&2	1&-11	-14&5	1.1&2.5	5&8	-19&-8	-2&0	-0.7&0.5	11&-1
CC(C(=O)O)c1ccc(C(=O)c2cccs2)cc1 (stereo not drawn)	4	3	-9	0	-0.4	-4	4	-4	0.5	5
CC(=O)NC(Cc1ccccc1)C(=O)O (stereo not drawn)	-1	4	7	-19	-0.1	-6	-9	1	-0.2	16
CCOc1ccccc1C(N)=O	1	3	-16	3	0.9	4	-1	-12	0.0	2
CCCn1cnc2c1c(=O)n(CCCCC(C)=O)c(=O)n2C	9	-2	-3	12	2.6	-5	11	0	-0.6	3
Cc1ccc(CN2CCN(Cc3cccc4nccnc34)CC2CCO)cc1 (stereo not drawn)	1	-9	11	-10	-1.0	-7	-3	-8	0.5	-1
Cc1cc(-c2ccccc2)nnc1NCCN1CCOCC1	5	1	6	5	0.3	7	7	12	0.0	6
c1ccc(CC2=NCCN2)cc1	4	-1	2	-7	0.0	-6	0	-12	-1.0	14
Cc1c(NC(=O)c2cccnc2)c(=O)n(-c2ccccc2)n1C	0	-1	-10	11	-1.3	0	0	14	0.7	6
COc1ccc(/C=C/C(=O)Nc2ccccc2C(=O)O)cc1OC	-1	10	-3	-7	-8.5	3	-2	13	-0.1	-14
CC[N+](C)(CC)CCOC(=O)C(O)(c1ccccc1)C1CCCCC1 (stereo not drawn)	4	5	8	-7	4.6	-1	-3	5	-0.2	-3
NC(=O)c1cn(Cc2c(F)cccc2F)nn1	2	1	2	-6	-0.1	5	4	-17	-0.6	5
CC(=O)OCC1=C[C@@H]2OC(=O)C3=CO[C@@H](O[C@@H]4O[C@H](CO)[C@@H](O)[C@H](O)[C@H]4O)[C@H]1[C@@H]32	0	0	-3	-4	-1.5	0	0	-4	0.4	6
C1CCC(C(CC2CCCCN2)C2CCCCC2)CC1 (stereo not drawn)	-28&-27	11&10	-4&0	-2&-2	-7.5&-6.0	-9&-5	-27&-14	-11&-14	-0.9&0.1	-4&-7
CC12CCC(CC1)C(C)(C)O2	0	-2	18	-5	0.8	3	6	-12	-0.8	-3
CN1CCN(C(c2ccccc2)c2ccccc2)CC1	-13	1	-12	5	-0.3	-2	-10	3	0.0	-11
CN(C)CCOC(C)(c1ccccc1)c1ccccn1 (stereo not drawn)	4	0	-12	8	-2.8	4	2	4	0.0	-7

An excerpt of these results, in CSV form:
compound,GC-A act,rCAG RNA binder,ARFGAP1 inhibitor,ADAM10 inh,GAA850 FXN act,DDE Tn6 FP inh,GC-B act,ASAP1 GAP inh,KLK7 zymogen act,sPLA2-III inh
NC(=O)c1cccc(-c2cc(Nc3ccc(OC(F)(F)F)cc3)ncn2)c1,-4,3,4,-36,-0.5,-18,6,7,0.5,-30
Oc1ccc(/C=C/c2cc(O)cc(O)c2)cc1,-1,3,3,-12,2.4,-1,4,9,-17,-7

New compounds follow.
SMILES	GC-A act	rCAG RNA binder	ARFGAP1 inhibitor	ADAM10 inh	GAA850 FXN act	DDE Tn6 FP inh	GC-B act	ASAP1 GAP inh	KLK7 zymogen act	sPLA2-III inh
O=C(c1ccc(F)cc1)C1CCN(CCn2c(=O)[nH]c3ccccc3c2=O)CC1	0&0	0&1	-16&14	-8&-11	-2.1&-0.6	11&3	-5&-5	-4&3	0.4&-0.3	-4&-4
CCC(C)n1ncn(-c2ccc(N3CCN(c4ccc(OCC5COC(Cn6cncn6)(c6ccc(Cl)cc6Cl)O5)cc4)CC3)cc2)c1=O (stereo not drawn)	4	8	13	-14	2.3	-6	5	-1	0.5	8
CN1CCN(CCC(=O)N2c3ccccc3Sc3ccc(C(F)(F)F)cc32)CC1	-35	-9	-17	-6	1.9	3	-10	-2	0.3	-6
C=C[C@H]1CN2CC[C@H]1C[C@@H]2[C@@H](O)c1ccnc2ccc(OC)cc12	-9&-9&-6	2&2&4	3&4&14	-84&-68&-70	-4.5&-4.9&-7.7	10&-3&0	-7&-5&-5	3&-2&-4	0.8&0.7&0.7	13&0&2
O=C(CCN1CCC(c2ccccc2)C1)c1ccc2c(c1)OCCO2 (stereo not drawn)	16	0	8	-7	-0.9	-1	2	-1	0.1	-2
COc1ccccc1N1CCN(CCCNc2cc(=O)n(C)c(=O)n2C)CC1	-1	2	4	-16	-1.7	-8	2	-17	-1.1	11
O=C(CCNNC(=O)c1ccncc1)NCc1ccccc1	-2	3	3	-5	-2.4	3	0	-4	-0.5	14
CC[n+]1c(C)sc2cc(OC)ccc21	-3	-4	-3	2	-0.5	0	1	-2	-0.5	-2
C/C=C(/C)C(=O)O[C@@H]1c2c(ccc3ccc(=O)oc23)OC(C)(C)[C@@H]1OC(=O)/C(C)=C\C	-1	-5	1	-37	-3.7	3	-6	-8	-0.8	8
CCN(CC)CCOC(=O)C1(c2ccccc2)CCCC1	-6	-6	9	-2	0.2	6	-5	-15	-0.8	-1
CCOc1ccc(C(=O)OCCN(CC)CC)cc1	2	-8	3	-2	-1.4	3	-3	-4	-0.4	6
CC(=O)Nc1ccc(C(=O)O)cc1	4	2	11	-4	0.9	4	-2	3	-0.2	1
Cn1c(=O)c2c(ncn2CC2OCCO2)n(C)c1=O	4	3	5	4	-2.2	3	3	9	-0.6	2
COc1ccc(C(=O)CC(=O)c2ccc(C(C)(C)C)cc2)cc1	-5	2	4	-11	2.4	7	-3	2	-1.2	5
CC(=O)c1ccc(S(=O)(=O)NC(=O)NC2CCCCC2)cc1	6	0	4	-5	0.4	-1	-3	-4	0.1	-4
OC(C#CCN1CCCC1)(c1ccccc1)c1ccccc1	-5	-8	-7	-3	0.1	5	-9	3	0.0	-10
CN1CCOC(c2ccccc2)c2ccccc2C1 (stereo not drawn)	-6	-2	15	-8	1.1	-11	-2	-6	0.3	11
Cc1nc2ccccn2c(=O)c1CCN1CCC(C(=O)c2ccc(F)cc2)CC1	7	-1	9	-39	0.9	-5	4	4	1.3	-1
CCN(CC)CCNC(=O)c1cc(Cl)c(N)cc1OC	3	-3	-8	-2	1.1	-3	4	0	-0.3	10

Quoted from the listing:
Reading of CC[n+]1c(C)sc2cc(OC)ccc21 under ASAP1 GAP inh: -2
Reading of CCOc1ccc(C(=O)OCCN(CC)CC)cc1 under GC-B act: -3
Reading of COc1ccc(C(=O)CC(=O)c2ccc(C(C)(C)C)cc2)cc1 under GC-A act: -5
Reading of CCC(C)n1ncn(-c2ccc(N3CCN(c4ccc(OCC5COC(Cn6cncn6)(c6ccc(Cl)cc6Cl)O5)cc4)CC3)cc2)c1=O (stereo not drawn) under ARFGAP1 inhibitor: 13
Reading of CC(=O)c1ccc(S(=O)(=O)NC(=O)NC2CCCCC2)cc1 under DDE Tn6 FP inh: -1
Reading of CCN(CC)CCOC(=O)C1(c2ccccc2)CCCC1 under rCAG RNA binder: -6

Exported with bars between the fields: three of the compounds above.
Compound | GC-A act | rCAG RNA binder | ARFGAP1 inhibitor | ADAM10 inh | GAA850 FXN act | DDE Tn6 FP inh | GC-B act | ASAP1 GAP inh | KLK7 zymogen act | sPLA2-III inh
Cc1c(NC(=O)c2cccnc2)c(=O)n(-c2ccccc2)n1C | 0 | -1 | -10 | 11 | -1.3 | 0 | 0 | 14 | 0.7 | 6
COc1ccc(/C=C/C(=O)Nc2ccccc2C(=O)O)cc1OC | -1 | 10 | -3 | -7 | -8.5 | 3 | -2 | 13 | -0.1 | -14
CC[N+](C)(CC)CCOC(=O)C(O)(c1ccccc1)C1CCCCC1 (stereo not drawn) | 4 | 5 | 8 | -7 | 4.6 | -1 | -3 | 5 | -0.2 | -3

2 successive records from above, for reference:
SMILES	GC-A act	rCAG RNA binder	ARFGAP1 inhibitor	ADAM10 inh	GAA850 FXN act	DDE Tn6 FP inh	GC-B act	ASAP1 GAP inh	KLK7 zymogen act	sPLA2-III inh
Cc1nc2ccccn2c(=O)c1CCN1CCC(C(=O)c2ccc(F)cc2)CC1	7	-1	9	-39	0.9	-5	4	4	1.3	-1
CCN(CC)CCNC(=O)c1cc(Cl)c(N)cc1OC	3	-3	-8	-2	1.1	-3	4	0	-0.3	10

Not all compounds are listed. The share of hits here may be higher or lower than overall.
